SARS 3CLpro inh: SARS-CoV 3CLpro protease inhibition. P0C6X7. recombinant SARS-CoV 3CLpro, quenched FRET peptide cleavage. inhibition, % at 6 µM. actives 0.14% (n = 290,000); in the data active = inhibition above about 12%
CCHF vOTU inh: CCHFV vOTU protease inhibition | Pep-AMC fluorescence | inhibition, % at 11.5 µM | actives 0.55% (n = 370,000); in the data active = inhibition above about 30%; also: 0% = vehicle wells with enzyme and 100% = no enzyme wells
Rv3671c protease: Rv3671c (M. tuberculosis) protease inhibition. P9WHR9. inhibition, % at 5.96 µM. actives 0.048% (n = 320,000); in the data active = inhibition above about 38%;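 also: extracellular domain of Rv3671c used as enzyme; 0% = enzyme with DMSO and 100% = no enzyme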
Target sequence (P9WHR9 whole entry, looked up, the tested form may be a part): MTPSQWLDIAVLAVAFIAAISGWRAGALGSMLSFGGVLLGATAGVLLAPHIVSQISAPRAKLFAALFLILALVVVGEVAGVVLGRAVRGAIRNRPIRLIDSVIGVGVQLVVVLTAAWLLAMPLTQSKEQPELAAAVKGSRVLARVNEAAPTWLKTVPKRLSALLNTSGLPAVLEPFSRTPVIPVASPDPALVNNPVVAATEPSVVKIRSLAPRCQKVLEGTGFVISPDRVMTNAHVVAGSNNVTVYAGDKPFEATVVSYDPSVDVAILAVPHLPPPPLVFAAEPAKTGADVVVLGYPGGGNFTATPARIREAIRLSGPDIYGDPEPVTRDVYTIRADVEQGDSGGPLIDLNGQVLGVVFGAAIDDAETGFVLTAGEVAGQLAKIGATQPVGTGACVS
BH1578 lux ind: induces V. cholerae light production without autoinducers; V. cholerae BH1578 lux reporter, luminescence, 6 h; activation, % at 18.7 µM; actives 0.16% (n = 350,000); AID 588436; in the data active = activation mostly above about 9.7%, no sharp cut-off; also: not every result past the cut was called active; inactives centre near 0; reference of the scale not given here
TcdB GH inh: TcdB glycohydrolase inhibition; P18177; actives 0.24% (n = 350,000); TcdB glycohydrolase enzymatic assay, plate reader; AID 652162; inhibition, % at 9.99 µM; in the data active = inhibition above about 10%
PriA SSB inh: K. pneumoniae PriA-SSBct interaction inhibition; AlphaScreen SSBct-PriA binding, biotinylated peptide; inhibition, % at 33 µM; actives 0.6% (n = 430,000); AID 1272365; in the data active = inhibition mostly above about 37%, no sharp cut-off; inactive = mostly below about 20%;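 also: plate controls were negative control peptide for no effect and reference peptide for full effect; strong numbers were not always called active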
PrPC TRFRET: cell surface PrPC inhibition, primary TR-FRET screen. P04156. TR-FRET read-out. inhibition, % at 13.8 µM. actives 0.43% (n = 370,000); in the data active = inhibition above about 24%; also: 0% = median of the test wells and 100% = reference compound wells
Y pestis TopoI: blocks Yersinia pestis topoisomerase I activity. Y. pestis Topo-I cleavage product accumulation, plate reader. actives 0.064% (n = 360,000). AID 504884. activity, % at 10 µM; in the data active = activity above about 50%, passing the limit was not always enough; also: inactives centre near 2
VHR inh abs: blocks human VHR1 dual specificity phosphatase; P51452; recombinant VHR phosphatase, pNPP absorbance; inhibition, % at 13.3 µM; actives 0.52% (n = 290,000); in the data active = inhibition above about 50%; also: some compounds called inactive have numbers as strong as hits
Target sequence (P51452 whole entry, looked up): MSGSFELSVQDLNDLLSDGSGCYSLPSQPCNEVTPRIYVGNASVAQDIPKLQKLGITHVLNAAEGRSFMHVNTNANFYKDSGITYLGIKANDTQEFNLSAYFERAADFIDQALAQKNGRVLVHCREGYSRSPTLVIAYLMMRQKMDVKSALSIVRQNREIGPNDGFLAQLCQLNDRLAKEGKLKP
MazF activator: MazEF (E. coli) toxin RNase activation. P0AE70. FAM/BHQ RNA-DNA oligo cleavage fluorescence, 5 h. actives 0.32% (n = 350,000). activation, % at 20 µM; in the data active = activation above about 50%
Target sequence (P0AE70 whole entry, looked up): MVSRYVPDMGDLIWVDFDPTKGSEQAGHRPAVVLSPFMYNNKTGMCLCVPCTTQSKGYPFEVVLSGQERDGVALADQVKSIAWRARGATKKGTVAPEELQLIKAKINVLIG
An asterisk follows results filed as active; i = inactive; . = not tested or not shown. This is a subset; rates above refer to the full screens.

SMILES	SARS 3CLpro inh	CCHF vOTU inh	Rv3671c protease	BH1578 lux ind	TcdB GH inh	PriA SSB inh	PrPC TRFRET	Y pestis TopoI	VHR inh abs	MazF activator
CS(=O)(=O)Nc1ccc2c3c(cccc13)CC2	-3	-1	-3	i	.	0	-2	2	18	-1
CC[C@@H](C)[C@@H]1CN([C@@H](C)CN2CCC[C@H]2CN2C(N)=NC[C@H]2CC(C)C)C(=N)N1CCCC1CCCC1	.	12	-2	-0.7	0.4	-3	-9	8	.	26
COc1ccccc1N(CC(=O)NCCSc1ccccc1)S(=O)(=O)c1ccccc1	2	4	-5	i	1.8	-2	1	57*	-7	0
COC(=O)c1scc(C)c1N/N=C(\C)c1ccc(F)cc1	1	16	1	i	.	.	0	-1	31	-9
O=C(CSc1nnc(NC(=O)c2ccccc2C(=O)O)s1)Nc1ccccc1Cl	5	-17	12	-0.4	-0.3	-13	2	24	10	-12
COc1ccc2nc(NC(=O)c3ccc(Br)s3)sc2c1	1	2	3	i	.	-14	5	-11	8	9
FC(F)Oc1cccc(NC(=S)N2CCN(c3ccccn3)CC2)c1	4	-10	0	i	0.8	-5	0	-3	22	-3
CCc1nnc(NC(=O)CSc2nnc(CNc3ccc(C)cc3)n2C)s1	7	-4	-3	i	0.4	14	5	6	26	7
Nc1c(C(=O)Nc2ccccc2)sc2nc3c(c(-c4ccco4)c12)CCCC3	3	9	-9	i	.	-25	-4	6	33	-10
CCC(C)[C@H](NC(=O)N1CCC(Cc2ccccc2)CC1)C(=O)O (some centres not stated)	1	-21	1	1.9	1.6	4	5	1	13	5

4 entries out of the list, ordered by number of heavy atoms, smallest number first:
SMILES	SARS 3CLpro inh	CCHF vOTU inh	Rv3671c protease	BH1578 lux ind	TcdB GH inh	PriA SSB inh	PrPC TRFRET	Y pestis TopoI	VHR inh abs	MazF activator
COC(=O)c1scc(C)c1N/N=C(\C)c1ccc(F)cc1	1	16	1	i	.	.	0	-1	31	-9
CCC(C)[C@H](NC(=O)N1CCC(Cc2ccccc2)CC1)C(=O)O (some centres not stated)	1	-21	1	1.9	1.6	4	5	1	13	5
CCc1nnc(NC(=O)CSc2nnc(CNc3ccc(C)cc3)n2C)s1	7	-4	-3	i	0.4	14	5	6	26	7
O=C(CSc1nnc(NC(=O)c2ccccc2C(=O)O)s1)Nc1ccccc1Cl	5	-17	12	-0.4	-0.3	-13	2	24	10	-12

The main list resumes, repeating the four entries before the break.
SMILES	SARS 3CLpro inh	CCHF vOTU inh	Rv3671c protease	BH1578 lux ind	TcdB GH inh	PriA SSB inh	PrPC TRFRET	Y pestis TopoI	VHR inh abs	MazF activator
FC(F)Oc1cccc(NC(=S)N2CCN(c3ccccn3)CC2)c1	4	-10	0	i	0.8	-5	0	-3	22	-3
CCc1nnc(NC(=O)CSc2nnc(CNc3ccc(C)cc3)n2C)s1	7	-4	-3	i	0.4	14	5	6	26	7
Nc1c(C(=O)Nc2ccccc2)sc2nc3c(c(-c4ccco4)c12)CCCC3	3	9	-9	i	.	-25	-4	6	33	-10
CCC(C)[C@H](NC(=O)N1CCC(Cc2ccccc2)CC1)C(=O)O (some centres not stated)	1	-21	1	1.9	1.6	4	5	1	13	5
CCC(C)NCC(=O)Nc1ccc(S(N)(=O)=O)cc1 (configuration not stated)	-3	17	-1	-0.3	0.5	-18	3	2	22	7
CCC(=O)Nc1ccc(C(=O)CSc2nnc(-c3ccc(O)cc3)n2CC2CCCO2)cc1 (configuration not stated)	4	4	-3	-0.7	.	-12	-3	2	25	8
Cc1nn(C)c(C)c1/C=N/NC(=O)CCn1nc(C)c([N+](=O)[O-])c1C	-2	3	-7	0.9	.	.	-3	2	4	6
O=C(COc1ccc2c3c(c(=O)oc2c1)CCC3)Nc1ccccn1	5	15	0	-0.2	0.2	-12	-12	8	22	-7
Cc1cccc(Nc2nnc(-c3ccc(N4CCOCC4)c([N+](=O)[O-])c3)c3ccccc23)c1	-1	2	-4	-0.5	0.4	25	2	18	15	1
O=C(N/N=C/c1ccccn1)c1cccc([N+](=O)[O-])c1	-1	2	9	-2.3	0.5	.	-8	4	7	7
Cc1ccn2cc(-c3ccc(NC(=O)c4ccco4)cc3)nc2c1	-3	0	2	-0.6	.	1	-10	-4	-1	-2
COc1ccc(N(CC(=O)NC(C)C)C(=O)CCC(=O)Nc2ccccn2)cc1	-3	5	0	i	-2.1	-18	-9	-6	-4	8
CCC(CC)c1nnc(NC(=O)c2cc([N+](=O)[O-])ccc2N2CCOCC2)s1	.	7	6	i	1.1	2	-6	-3	.	-9
COc1ccc(N2CC(C(=O)NNC(=O)c3ccc(Br)cc3)CC2=O)c(OC)c1 (configuration not stated)	.	6	0	1.4	0.3	3	-8	6	.	-4
CCN1CCN(C(=O)c2ccc(Cl)c(S(=O)(=O)N3CCCCCC3)c2)CC1	2	-4	-3	-0.3	0.4	1	-4	3	3	-1
COC(=O)[C@]1(Cc2ccccc2)N[C@H](CN(C)C(=O)Nc2ccccc2)[C@@H]2C(=O)N(C)C(=O)[C@@H]21	.	2	0	i	1.8	-2	-5	7	.	5
O=C(CCCN1C(=O)/C(=C/c2ccccc2)SC1=S)NCCCn1ccnc1	-5	-2	-21	0.1	-0.9	23	-3	-5	4	1
Cc1ccc(C2=N/C(=C\c3ccc(OS(=O)(=O)c4ccc(C)cc4)cc3)C(=O)O2)cc1	4	9	-12	-0.3	0.0	-13	1	-1	1	-21
O=C(NCc1n[nH]c(=S)n1-c1ccc(F)cc1)c1ccco1	-3	3	21	0.0	.	3	-8	8	8	7
O=C(CC1C(=O)NCCN1Cc1ccc(Cl)c(F)c1)NC1CCCCC1 (configuration not stated)	2	10	-7	-7.7	0.7	-4	2	-4	-17	-5
O=C(CN1C(=O)CC(c2ccco2)Sc2ccccc21)Nc1ccccc1F (configuration not stated)	-3	6	-4	-0.2	-0.6	-12	-5	8	16	-5
O=C(Nc1ccc(N2CCCC2)cc1)c1ccc(Cl)cc1Cl	-5	2	-12	-7.7	-1.4	5	3	0	-14	-6
COc1cccc(C(=O)N(Cc2nc(-c3ccc(C)cc3)no2)C(C)C)c1	2	3	0	-0.7	-0.6	-22	-7	-8	-18	-4
Cc1ccc(N2C(=O)C3CCCN3C2=S)cc1 (configuration not stated)	0	-19	3	-0.3	0.8	-5	1	-1	5	10
Cn1c(=O)c2c(nc(N/N=C/c3ccco3)n2C)n(C)c1=O	-2	7	-5	0.3	-1.3	i	3	-1	12	5
Cc1cccc(OCCCC(=O)Nc2ccc(S(N)(=O)=O)cc2)c1	-1	1	9	-0.6	1.2	-1	1	3	11	4
COc1ccc(Nc2nnc(SCC(=O)c3cc4ccccc4o3)s2)cc1	2	14	-34	-0.5	0.6	12	2	3	3	-2
O=C(O)c1cccc2c1-c1ccc([N+](=O)[O-])cc1C2=O	.	13	.	i	1.1	-12	-45	2	.	8
CC(=O)NC(=O)c1cnn(-c2ccccc2)c1N	-3	-3	2	0.5	-1.0	-12	4	6	33	-5
Cn1nc(OCc2ccccc2)ccc1=O	-2	-2	-9	i	.	-13	-1	-2	21	4
CC(C)(C)NCc1cc(Cl)ccc1OCc1cccs1	-6	-7	0	-0.4	0.3	-10	1	-3	18	5
COc1cc(S(=O)(=O)N2CCCCCC2)c(OC)cc1Br	6	1	-11	-0.6	.	-18	3	30	28	4
O=C(CCNS(=O)(=O)c1cccc2nsnc12)NCc1ccccc1Cl	8	6	6	-0.2	-1.2	-23	-17	6	2	7
O=c1nc(N/N=C/C=C/c2ccccc2)cn[nH]1	2	0	9	-0.6	0.4	.	2	6	4	0
CC(C(=O)Nc1ccc(S(=O)(=O)N2CCOCC2)cc1)N1C(=O)C2CC=CCC2C1=O (configuration not stated)	-3	4	0	1.8	-0.3	-14	4	4	3	7
COc1ccc(-c2nc3ccccc3c(=O)n2-c2nccs2)cc1	0	-4	-1	-0.4	.	-3	-5	6	6	4
CC1(O)CC2CC1C(C(=O)O)C2C(=O)O (configuration not stated)	.	1	.	i	1.0	-15	-5	0	.	6
COc1ccc(NP2(=O)NCCCN2)cc1	.	3	.	-0.8	1.0	-12	-1	0	.	7
COc1ccc(CN(C)C(C)C(=O)Nc2cccc3ccccc23)cc1 (configuration not stated)	-3	11	-12	-0.2	0.3	-6	2	19	26	-4
COC(=O)C1(Cc2cc(-c3ccccc3)no2)CCN(C(=O)OC(C)(C)C)CC1	6	6	-6	i	0.6	-25	6	11	9	8
Cc1ccc(CNC(=O)C2CCCN(S(=O)(=O)N3CC(C)CC(C)C3)C2)cc1 (configuration not stated)	-1	9	2	-1.5	-0.7	-8	1	3	-9	-3
COc1ccc(N(CC(=O)NCCC2=CCCCC2)S(C)(=O)=O)cc1OC	2	8	5	-0.2	1.6	-10	-2	9	30	-4
COc1cc(C2C(c3ccccc3)C(c3cc(OC)cc(=O)o3)C2c2ccccc2)oc(=O)c1 (configuration not stated)	.	6	.	-0.3	0.6	-11	9	21	.	5
COc1ccccc1[As](=O)(O)CC(O)COc1ccc(Cl)cc1Cl (configuration not stated)	0	-10	-27	.	-0.5	.	1	.	22	.
CCOC(=O)C1CCN(C(=O)c2ccc(N3CCOCC3)c([N+](=O)[O-])c2)CC1	.	5	-11	5.0	2.6	9	-10	11	.	3
CN(C)C=Nc1ccc2nn(-c3ccccc3)nc2c1	-7	-93	-5	-0.3	.	-9	-10	-1	9	-9
O=C(CSc1ccc(F)cc1)NC(=O)c1ccccc1	.	-1	.	-0.5	0.4	.	4	4	.	3
COc1cc(OC)c(NC(=O)CCCn2c(=O)oc3ccccc32)cc1Cl	5	-22	-4	i	.	-6	-5	8	2	2
Cc1cc(C)nc(NC(N)=NCCc2c[nH]c3ccccc23)n1	-2	-7	0	i	3.5	14	4	13	3	14
CC1(c2ccc3c(c2)OCCCO3)NC(=O)N(CC(=O)NCCc2ccc(F)cc2)C1=O (configuration not stated)	.	2	.	-0.8	1.7	.	-2	4	.	24
O=c1oc2cc(OCc3c(F)cccc3Cl)ccc2cc1-c1ccccn1	2	-8	-6	-1.1	.	-11	-4	-3	.	-2
Cc1cc(C)n(CCC(=O)N/N=C/c2ccc(Br)c([N+](=O)[O-])c2)n1	-1	10	7	-0.3	1.1	i	-42	4	9	14
O=C(O)CNc1ncccc1[N+](=O)[O-]	-4	8	-4	-0.3	0.6	-6	-26	8	12	9
COc1ccc2cc(N=Cc3nc(-c4ccc(C)cc4)oc3O)cnc2c1	1	-3	1	-0.2	2.6	-1	5	-9	14	13

Next part
SMILES	SARS 3CLpro inh	CCHF vOTU inh	Rv3671c protease	BH1578 lux ind	TcdB GH inh	PriA SSB inh	PrPC TRFRET	Y pestis TopoI	VHR inh abs	MazF activator
CC1Cc2cc(/C(O)=C3\C(=O)C(=O)N(CCN(C)C)C3c3ccccc3F)ccc2O1 (configuration not stated)	5	6	1	i	.	.	-5	-8	-2	1
COc1ccc(CC(=O)NNC(=S)NC(=O)c2cccnc2)cc1	6	-4	6	-0.3	15*	-5	10	-1	17	-4
CC(NC(=O)c1ccc2nc[nH]c2c1)c1ccccc1 (configuration not stated)	-1	-3	-3	i	0.6	-4	15	-2	43	4
O=[n+]1c2c(n([O-])c3ccccc31)CCC2	-7	.	10	-5.0	.	-4	.	6	-2	9
COc1ccc(O)c(C(=O)c2cc(C#N)c(=O)n(Cc3ccccc3)c2)c1	1	-5	-16	0.3	-1.1	-2	6	-1	16	0
O=C(C=CC(=O)OC1CCCCC1)OC1CCCCC1	.	1	.	-8.3	-0.4	-23	2	11	.	-3
CCOc1ccc(N(C(=O)CNC(=O)c2cccs2)C(C(=O)NCC2CCCO2)c2ccc(OC)c(OC)c2)cc1 (configuration not stated)	2	-8	8	-0.6	0.2	-5	-4	20	9	7
CCOc1ccc(Oc2nc(N(CC)CC)nc(N3CCOCC3)n2)nn1	1	-9	0	-0.7	0.1	0	1	-4	-2	-10
CC(=O)c1sc(NC(=O)c2cnc(Cl)c(Cl)c2)nc1C	2	-2	1	-0.3	-1.3	-6	-8	-2	26	11
COc1ccc(C(=O)COC(=O)c2cncc(Br)c2)cc1	.	1	-6	-0.8	1.2	-19	-1	11	.	0
CCc1ccc(-c2nc(CN3CCC(C(=O)NCc4ccccc4OC)CC3)c(C)o2)cc1	6	1	4	1.4	.	10	-14	0	20	-7

Assay outcomes as filed in PubChem BioAssay.
